NR5A2 inv ag: NR5A2 inverse agonism in reporter assay; HEK293T StAR-luciferase reporter, LRH-1 transfected, 24 h; O00482; inhibition, % at 3.6 µM; 0.13% of 360,000 active;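 active means inhibition above the mean inhibition of all tested compounds plus 3 SD, cut at about 73% in these data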;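 further: 0% = DMSO wells and 100% = reporter-only cells lacking LRH-1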
TWEAK Fn14 block: TWEAK-Fn14 signaling inhibition; inhibition, % at 10 µM; TWEAK-stimulated Fn14 reporter cells, luciferase luminescence, 8 h; 2% of 360,000 active; in the data active means inhibition above about 50%
COUP-TFII inh: inhibitors of human COUP-TFII (NR2F2) | P24468 | HEK293T NGFI-A luciferase reporter, luminescence | inhibition, % at 8.6 µM | 0.7% of 370,000 active;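 active means inhibition above a per-plate cutoff, mean inhibition of test wells between control levels plus 3 SD, cut at about 38% in these data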;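 further: cells cotransfected with COUP-TFII expression vector driving the NGFI-A reporter; 0% = median of COUP-TF2 test wells and 100% = reporter-only cells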
EBV LMP1 NFkB: Epstein-Barr LMP1 NF-kappaB reporter inhibition; LMP1-induced NF-kappaB luciferase reporter cells, luminescence; inhibition, % at 12.5 µM; 0.69% of 350,000 active; AID 504558; in the data active means inhibition above about 41%;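 further: 0% = neutral control wells and 100% = reference inhibitor control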
TRAIL sens C8: caspase-8 TRAIL sensitization; NB7+C8 cells + TRAIL, ATPlite viability luminescence; inhibition (viability loss, TRAIL sensitization), % at 10 µM; 1% of 360,000 active;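 active means compounds causing at least 50% loss of cell viability in the single-dose screen, relative to plate controls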
KKLEB cytotox: counter-screen for CF NF-kB inhibitors: cytotoxicity. KKLEB CF airway cells viability, ATPlite luminescence, overnight; hits give low values; cells stimulated with P. aeruginosa culture filtrate. activity change (cytotoxicity), % at 5 µM. 0.36% of 360,000 active. AID 602141;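 active means corrected activity change at or below -50% at 5 µM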
TROY signal inh: blocks TROY-dependent signaling in reporter cells; inhibition, % at 10 µM; Q293 LMP1-TROYcd NF-kB luciferase reporter, 4 h; 0.98% of 360,000 active;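 active means compounds whose plate-normalised and pattern-corrected inhibition of the luciferase reporter signal at the single screening dose is 50% or more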
CF NFkB block: blocks PAF-induced NF-kB reporter in cystic fibrosis cells; KKLEB NF-kB-GFP reporter, GFP fluorescence overnight; inhibition, % at 5 µM; 0.86% of 360,000 active; AID 588850;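 active means at least 50% inhibition at 5 µM, scaled per plate between neutral and stimulator controls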;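 further: PAF is a Pseudomonas aeruginosa culture filtrate used as stimulus; plate controls were PAF-stimulated DMSO wells for no effect and unstimulated DMSO wells for full effect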
Shn3 3UTR inh: inhibitors of Schnurri-3 3'UTR reporter in osteoblasts | Clone20 osteoblast Shn3 3'UTR firefly luciferase, 24 h | inhibition, % at 12.5 µM | 0.52% of 360,000 active;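 active means mean inhibition of at least 75% with every replicate also reaching 75%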;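 further: 0% = median of neutral control wells and 100% = pilot-screen positive control compound; some compounds past the cut are filed as inactive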
NCOA3 inh: inhibitors of human steroid receptor coactivator 3 (SRC3) | Q9Y6Q9 | HEK293 GAL4-SRC3 luciferase reporter, luminescence | inhibition, % at 3.6 µM | 0.17% of 360,000 active | AID 588352;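 active means inhibition above a per-campaign cutoff, the mean of all compounds plus 3 SD, cut at about 60% in these data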;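 further: 0% = DMSO-treated cells and 100% = gossypol-treated cells at 36 µM; higher means less SRC3-driven luciferase light from the GAL4 reporter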
NCOA1 inh: inhibits human SRC1 coactivator. Q15788. HEK293 GAL4-SRC1 luciferase reporter, luminescence. inhibition, % at 3.6 µM. 0.12% of 360,000 active. AID 588354;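 active means inhibition above the campaign mean plus 3 SD, with each screening campaign given its own cutoff, cut at about 60% in these data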;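 further: 0% = DMSO treated cells and 100% = gossypol at 36 µM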
Numbers without * were called inactive; . = not tested or not shown. This is a subset (hit frequency here may not be typical).

SMILES	NR5A2 inv ag	TWEAK Fn14 block	COUP-TFII inh	EBV LMP1 NFkB	TRAIL sens C8	KKLEB cytotox	TROY signal inh	CF NFkB block	Shn3 3UTR inh	NCOA3 inh	NCOA1 inh
CCN1CCN(C(=O)C2CCN(S(=O)(=O)c3cccc4cccnc34)CC2)CC1	4	-6	-3	3	1	-1	-7	-4	-5	20	-61
Cn1c(Cc2ccccc2)nnc1SCC(=O)NCCc1ccccc1	-11	12	13	-7	-3	-5	-17	5	-9	-15	12
COc1cc(C(F)(F)F)nc2c(Br)c(C(C)(C)C)nn12	-13	15	-8	.	17	-4	6	4	.	12	-10
CCCCN1CC(C)(C)[C@H](CC(=O)NC)C1=O	-19	18	6	-6	3	-9	-15	16	0	24	-53
O=C(OCn1ncc(Cl)c(Cl)c1=O)c1ccc(C(F)(F)F)cc1	-18	79*	-1	-32	78*	-12	25	49	95*	0	-38
CC1(C(=O)Nc2cccc3ccccc23)CC1(Br)Br (stereo not drawn)	16	42	14	-15	22	-6	19	4	-11	7	-15
COc1ccccc1CNC(=O)COC(=O)COc1ccccc1Cc1ccccc1	-17	0	-25	0	7	-29	7	35	-1	-1	-3
C#CCCc1ccccc1/C=[N+](/C)[O-]	15	51*	0	3	-8	3	43	-16	5	9	-8
O=C(CSc1nc(C2CC2)nc2ccccc12)N1c2ccccc2Sc2ccc(C(F)(F)F)cc21	-25	-12	13	12	4	-1	-39	9	-40	12	1
O=C(c1cnn2c(C(F)(F)F)cc(-c3ccco3)nc12)N1CCc2ccccc2C1	-13	-2	-10	4	8	-6	6	-6	-1	-6	-13
CCCC(=O)Nc1ccc2c(c1)c1ccccc1n2CC	11	-6	-4	-8	-19	-9	-15	23	6	-2	-7
CCc1ccc(NC(=S)N2CCCCCCC2)cc1	-96	-26	-32	-16	35	-12	-48	0	-9	-49	-73
COc1ccc(NC(=O)CNC(=O)CC23CC4CC(CC(C4)C2)C3)c(OC)c1	-11	3	-12	-14	0	2	-14	5	-13	-39	-8
CSCCC(NC(=O)c1ccco1)C(=O)NCC(C)(C)N1CCOCC1 (stereo not drawn)	-47	7	-7	1	-11	17	11	-1	-22	-17	-10
N#Cc1ccc(/C=C/C(=O)c2cccnc2)cc1	2	-1	10	6	-2	1	40	-2	62	10	3
CCn1cc(CN2CCC(n3nccc3NC(=O)CCOc3ccccc3)CC2)c(C)n1	17	-17	-22	-6	-29	-4	-24	-11	0	21	-7
Cc1cccc(C(=O)OCC(=O)c2cccc(Br)c2)c1O	2	-14	-3	-19	6	6	-57	14	-32	-13	11
CCOc1ccc(CN(C)CC(=O)Nc2cc(OC)c([N+](=O)[O-])cc2C)cc1	12	39	-9	3	6	2	26	-6	1	-6	0
CCC(C)[C@H]1CNC(=S)N1CCC12CC3CC(CC(C3)C1)C2 (stereo partly drawn)	11	-27	8	-4	-9	-27	-18	42	12	-3	-6
COC(=O)CC(NC(=O)c1ccco1)c1ccc(C(C)C)cc1 (stereo not drawn)	9	0	9	-4	9	5	8	0	12	1	5
Cc1ccc2c(CN3CCC(C(N)=O)CC3)cc(=O)oc2c1C	20	32	-10	-7	22	9	-5	-2	-4	-1	8
CCCN1CCN(C(=O)CN2C(=O)COc3ccc(S(=O)(=O)N(CC)CC)cc32)CC1	2	10	-4	-3	-2	1	-9	-4	4	1	-1
N#Cc1cc2c(nc1SCc1ccncc1)CCC2	-106	-26	-40	-21	-8	7	-25	6	-5	-65	-72
CCOc1ccc(C2C(C#N)=C(N)SC(N)=C2C#N)cc1OCC	-10	2	-8	-3	18	2	16	5	0	11	1
CN1C(=O)C(CC(=O)Nc2ccccc2)S/C1=N/c1nccs1 (stereo not drawn)	-1	-7	1	-5	0	1	-29	10	0	10	6

Next section; it opens with the 5 that closed the last part.
SMILES	NR5A2 inv ag	TWEAK Fn14 block	COUP-TFII inh	EBV LMP1 NFkB	TRAIL sens C8	KKLEB cytotox	TROY signal inh	CF NFkB block	Shn3 3UTR inh	NCOA3 inh	NCOA1 inh
Cc1ccc2c(CN3CCC(C(N)=O)CC3)cc(=O)oc2c1C	20	32	-10	-7	22	9	-5	-2	-4	-1	8
CCCN1CCN(C(=O)CN2C(=O)COc3ccc(S(=O)(=O)N(CC)CC)cc32)CC1	2	10	-4	-3	-2	1	-9	-4	4	1	-1
N#Cc1cc2c(nc1SCc1ccncc1)CCC2	-106	-26	-40	-21	-8	7	-25	6	-5	-65	-72
CCOc1ccc(C2C(C#N)=C(N)SC(N)=C2C#N)cc1OCC	-10	2	-8	-3	18	2	16	5	0	11	1
CN1C(=O)C(CC(=O)Nc2ccccc2)S/C1=N/c1nccs1 (stereo not drawn)	-1	-7	1	-5	0	1	-29	10	0	10	6
O=C(C1CCCN(S(=O)(=O)Cc2ccccc2)C1)N1CCCCC1 (stereo not drawn)	23	1	-9	-4	-6	-5	18	16	-19	-7	-7
CCCn1c(SCC(=O)O)nc2ccccc21	10	-11	.	5	16	7	0	6	-7	14	-7
Cc1ccc(C(=O)Nc2oc(-c3ccccc3)cc2C#N)cc1	10	1	-7	2	-17	6	-4	6	0	2	-11
COc1ccc(OC)c(CN2CCN(c3ccc(S(=O)(=O)N4CCCC4)cn3)CC2)c1	24	12	5	0	-6	12	-4	-18	3	7	-36
O=C(Cn1c(=O)[nH]c2ccsc2c1=O)NC1CCCCC1	19	12	0	5	2	-3	-1	-5	8	7	-2
CN(Cc1ccccc1)S(=O)(=O)c1ccc(NC(=S)NC(=O)C(C)(C)C)cc1	-12	19	-23	5	2	5	17	0	31	19	12
OCCNc1nc2ccccc2n1CC(O)c1ccccc1 (stereo not drawn)	-14	-12	18	-7	14	7	-6	7	-7	-20	5
OCCNc1nc(Nc2ccc(Cl)cc2)nc(N2CCCC2)n1	-7	4	23	2	5	0	-14	0	87*	4	5
COc1cccc(OCC(O)CO)c1 (stereo not drawn)	-3	-4	-14	-4	-3	1	6	-7	4	1	-4
CCOC(=O)C(=O)N(C)c1c(CC)nc2c(OCc3ccc(OC)cc3)cccn12	-5	-11	10	.	2	4	-10	1	-5	5	7
CC1CCN(CC(O)COC2CCC(C(C)(C)C)CC2)CC1 (stereo not drawn)	-4	-21	3	0	12	-4	-9	-4	-5	-9	-1
Nc1nc(NCc2ccccc2)nc(Nc2ccc(F)cc2)c1[N+](=O)[O-]	-37	-13	-4	-4	-4	-6	-22	12	-4	-4	-8
Cc1cc([N+](=O)[O-])c(C(C)(C)C)cc1N	5	9	12	-2	-6	-6	-6	-3	-5	-11	5
CNC(=O)COC(=O)CNC(=O)c1cc(Cl)cc([N+](=O)[O-])c1	-4	-3	9	0	-5	7	6	16	-2	16	7
O=C(Cn1cnc2ccccc2c1=O)Nc1nc2ccccc2s1	-4	9	-6	-3	-10	2	0	-3	-7	8	-27
Cn1c(N)c(C(=O)COC(=O)c2cccs2)c(=O)n(C)c1=O	2	-1	-3	10	3	3	-27	-7	-2	12	13
COc1cc(CN2C[C@@H](CO)O[C@@H](n3cnc4c(NC5CCCC5)ncnc43)C2)cc(OC)c1OC	10	-10	1	.	-7	-6	8	-14	-6	1	-19
CCC1C(C#N)=C(SCC(N)=O)NC2=C1C(=O)CC(C)(C)C2 (stereo not drawn)	7	0	12	.	-4	11	6	-3	-1	17	5
Cc1onc(-c2ccccc2)c1C(=O)NC(C)c1ccccc1 (stereo not drawn)	2	0	9	-1	-4	2	4	-25	11	23	3
COc1ccc(C(=O)CN2C(=O)NC(C)(c3ccc(C)cc3)C2=O)cc1OC (stereo not drawn)	6	2	8	7	4	0	-1	-9	-14	-9	-6
COC(=O)c1ccccc1NC(=O)CSCC(=O)Nc1ccc(F)cc1	-29	3	.	0	-4	-20	-4	8	-12	3	-17
COCCNCCCOc1ccc(C)cc1Br	-4	12	4	-23	0	4	-5	-2	-3	13	7
CCC(=O)N1CCc2cc(Br)cc(S(=O)(=O)N3CCC(C(=O)NCCCOC(C)C)CC3)c21	20	-27	-9	0	15	-11	-7	-13	7	1	7
CC(C=NNc1ccc([N+](=O)[O-])cn1)=Cc1ccccc1	-95	41	-28	-15	17	2	-5	12	-24	-102	-88
Cc1ccc(NC(=O)COC(=O)c2cccc(S(=O)(=O)N3CCCCCC3)c2)cc1	-19	20	-2	1	-5	-1	12	-17	-10	-15	-7

Continued.
SMILES	NR5A2 inv ag	TWEAK Fn14 block	COUP-TFII inh	EBV LMP1 NFkB	TRAIL sens C8	KKLEB cytotox	TROY signal inh	CF NFkB block	Shn3 3UTR inh	NCOA3 inh	NCOA1 inh
COc1ccccc1CNC(=O)Cn1nc(C(F)(F)F)cc1C	2	-1	22	-5	-4	16	-5	-3	17	3	2
Cc1cccc(OCc2cc(-c3ccccc3)no2)c1C	-52	-48	-45	-45	6	-2	-41	-5	-81	-93	-38
CCc1cccc(C)c1NC(=O)C1CCCO1 (stereo not drawn)	14	0	-2	-3	-1	4	.	-2	1	-5	-5
Cc1ccc(NC(=O)Cn2c(=O)n(CCCC(=O)NCc3ccco3)c(=O)c3ccccc32)cc1	-6	13	-23	13	19	-5	14	2	-11	-6	-9
CN(C)c1ccc(S(=O)(=O)NCC(=O)NCc2ccccc2)cc1[N+](=O)[O-]	15	11	4	6	-1	8	0	-12	-5	3	-63
COC(=O)CCCNC(=O)CCc1nnc(-c2ccc(-c3ccccc3)cc2)o1	-23	1	52*	8	-1	12	-32	-18	22	-14	-10
CC1CCCN(c2c3c(nc4ccccc24)CCCC3)C1 (stereo not drawn)	28	7	-7	0	7	-2	-15	5	18	16	4
CCN(C[C@H]1N[C@@](Cc2ccccc2)(C(=O)OC)[C@H]2C(=O)N(Cc3ccccc3)C(=O)[C@@H]12)C(=O)Nc1ccc(F)cc1	-4	22	-2	-4	8	10	-11	-16	-5	12	-2
Cn1cccc1Cc1nnc(SCC(=O)NCc2ccc(F)cc2)n1-c1ccc(F)cc1	4	15	-1	-16	12	1	-17	2	-13	-5	8
COc1ccc2cc3cc(C(=O)NCc4ccc5c(c4)OCO5)oc3nc2c1	-13	21	-10	-2	2	-1	-26	-33	5	-10	15
CC(C)c1ccc(S(=O)(=O)Nc2ccc(SC(F)F)cc2)cc1	-20	11	-8	-6	-6	11	17	6	45	16	9
Cc1ccc(S(=O)(=O)NC(=O)c2cccc(Br)c2)cc1	-9	84*	-21	3	-26	-1	-24	-6	8	12	12
Cc1noc(C)c1COc1ccccc1C(=O)NC1CCC(C)CC1 (stereo not drawn)	0	-18	19	-3	-18	19	-7	-10	-10	14	8
COc1ccc(-c2nnc(SCC(=O)NCc3cccs3)n2CC(C)C)cc1	6	-23	17	-4	12	4	5	4	5	-26	-22
COCCn1c(SCc2cccnc2)nnc1-c1c[nH]c2ccccc12	3	-4	9	-3	-3	5	-2	-3	-9	-12	4
COc1ccc(N2CCN(CC(=O)c3ccccc3)CC2)cc1	-7	17	2	-4	-4	15	-17	5	-13	7	-24
COc1cc(=O)n2c(-c3ccccc3)csc2n1	0	-9	-8	1	1	9	-15	-12	-8	6	-47
CCOc1ccc(NC(=O)C2=C(C)C(=O)OC23CCC(C)CC3)cc1 (stereo not drawn)	8	18	-16	-4	-12	10	8	7	21	6	1
CC(O)Cc1cn(CC(=O)N2CCN(C(=O)OC(C)(C)C)CC2)nn1 (stereo not drawn)	0	-7	-20	-5	4	6	16	-3	-18	1	-7
